High-throughput results: PubChem, several laboratories
KCC2 mod – modulators of human KCC2 chloride dependent transport. 190,000 compounds, 2.2% hits. B-score of Tl+ flux slope (higher = more flux/activation; lower = inhibition) at 10 µM. Q9H2X9. KCC2 cells, thallium flux FluoZin-2 fluorescence. AID 1456;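 active means thallium flux slope and its plate-corrected score both differing from the plate sample mean at a set confidence after two filtering rounds, in either direction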;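 further: slope of fluorescence scaled to starting intensity during 10 to 20 s after thallium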
Furin inhibitor – blocks human furin protease activity | 220,000 compounds, 0.061% hits | inhibition, % at 30 µM | P09958 | purified furin, fluorogenic substrate cleavage; in the data active means inhibition above about 25%; further: inactives centre near -15
KLK5 inh – blocks human kallikrein 5 protease activity | Q9Y337 | recombinant hK5, fluorogenic AMC substrate cleavage | inhibition, % at 5 µM | 210,000 compounds, 0.59% hits;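 active means inhibition of 40% or more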;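 further: 0% = enzyme controls without compound and 100% = no-enzyme blanks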
Rad51 HR inh – Rad51 (human) homologous recombination inhibition; Q06609; AID 1385; hRad51 DNA strand exchange, fluorescence dequenching; inhibition, % at 10 µM; 200,000 compounds, 0.085% hits;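 active means inhibition above 40% at the single screening dose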;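 further: 0% = DMSO control wells and 100% = blanks with heterologous ssDNA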
Target sequence (Q06609 whole entry, looked up): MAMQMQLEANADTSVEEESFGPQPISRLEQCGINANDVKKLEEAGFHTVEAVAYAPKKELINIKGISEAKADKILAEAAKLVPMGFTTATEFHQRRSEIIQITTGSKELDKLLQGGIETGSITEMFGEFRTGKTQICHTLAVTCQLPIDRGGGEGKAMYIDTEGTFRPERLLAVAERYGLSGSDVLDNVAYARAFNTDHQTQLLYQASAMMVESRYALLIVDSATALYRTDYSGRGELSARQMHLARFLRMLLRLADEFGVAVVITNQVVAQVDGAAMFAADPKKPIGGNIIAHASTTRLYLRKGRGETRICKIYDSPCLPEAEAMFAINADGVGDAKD
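Assay system: Human Rad51 nucleoprotein filaments preassembled on unlabelled ssDNA | Reagent: Donor/quencher-labelled 47-bp dsDNA substrate | Doses: One concentration, 10 µM final | Times: 37 °C 15-min filament assembly, 30-min compound preincubation, 15-min exchange | Technique: Fluorescein emission 520 nm, excitation 485 nm | Benchmarks: Plate control and blank wells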
FXIa inh 1536 – factor XIa (human) inhibition; 220,000 compounds, 0.14% hits; AID 798; inhibition, % at 5 µM; purified FXIa, Boc-Glu-Ala-Arg-AMC fluorogenic substrate; P03951;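 active means inhibition of at least 40%; inactive means inhibition below 40%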;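 further: fluorescence of freed AMC excited at 355 nm; 0% = enzyme without compound and 100% = no enzyme blank; many of its hits are not listed in these tables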
FXIIa inh 1536 – inhibitors of human coagulation factor XIIa; inhibition, % at 5 µM; 220,000 compounds, 0.3% hits; P00748; purified FXIIa, Boc-QGR-AMC fluorogenic substrate, 2 h; AID 800; in the data active means inhibition above about 40%;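 further: 0% = enzyme with no compound and 100% = blank without enzyme; many of its hits are not listed in these tables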
Target sequence (P00748 20-372 limits assumed): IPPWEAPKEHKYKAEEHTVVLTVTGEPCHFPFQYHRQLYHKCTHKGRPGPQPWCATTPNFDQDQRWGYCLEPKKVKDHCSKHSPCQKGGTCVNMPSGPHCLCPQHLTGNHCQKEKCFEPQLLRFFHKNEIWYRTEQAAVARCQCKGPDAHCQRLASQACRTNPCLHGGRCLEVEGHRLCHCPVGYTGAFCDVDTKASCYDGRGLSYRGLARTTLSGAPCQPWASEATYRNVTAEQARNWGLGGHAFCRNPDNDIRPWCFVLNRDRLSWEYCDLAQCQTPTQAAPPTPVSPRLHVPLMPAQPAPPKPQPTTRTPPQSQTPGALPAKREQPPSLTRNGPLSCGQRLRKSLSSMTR
Target sequence (P00748 373-615 limits assumed): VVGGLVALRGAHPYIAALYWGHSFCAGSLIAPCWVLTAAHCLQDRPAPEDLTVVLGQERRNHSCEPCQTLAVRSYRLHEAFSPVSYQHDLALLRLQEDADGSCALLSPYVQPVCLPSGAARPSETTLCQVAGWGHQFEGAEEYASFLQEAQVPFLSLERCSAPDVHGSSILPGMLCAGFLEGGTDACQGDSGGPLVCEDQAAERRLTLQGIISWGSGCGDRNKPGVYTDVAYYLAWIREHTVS
m-calpain inh – calpain II (pig) inhibition | 220,000 compounds, 0.37% hits | inhibition, % at 16 µM | purified calpain II, fluorogenic peptide substrate, 30 min | AID 1236;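 active means inhibition above about 50%, limit read from the data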
thrombin 1536 – inhibitors of human thrombin; inhibition, % at 5 µM; alpha-thrombin, Boc-VPR-AMC fluorogenic substrate cleavage; 220,000 compounds, 0.26% hits;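 active means inhibition at or above 40%; inactive means inhibition below 40%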;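 further: 0% = enzyme with no compound and 100% = wells without enzyme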
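Assay system: human alpha-thrombin enzyme. Reagent: Boc-VPR-AMC substrate, 15 µM final. Compound dosing: one concentration per compound, 5 µM, with 0.2% DMSO. Incubation: room-temperature reaction. Technique: AMC fluorescence, 355/460 nm. Measure: % inhibition relative to enzyme controls and enzyme-free blanks.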
PERK inh – blocks human PERK kinase | Q9NZJ5 | CHO PERK-DD fusion, SEAP luminescence translation reporter | inhibition, % at 5.6 µM | 220,000 compounds, 0.17% hits | AID 1416;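 active means inhibition above the mean inhibition of all tested compounds plus 3 SD, set separately per screening campaign, cut at about 2.9% in these data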;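 further: PERK kinase domain activated by AP20187 dimerizer at 100 nM; 0% = DMSO with dimerizer and 100% = rapamycin at 8.4 µM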
An asterisk follows results filed as active; i = inactive; · = not tested or not shown; [ ] = dose if it differs, or a comment. Some of the compounds tested; count on the stated rates, not on these rows.

SMILES	KCC2 mod	Furin inhibitor	KLK5 inh	Rad51 HR inh	FXIa inh 1536	FXIIa inh 1536	m-calpain inh	thrombin 1536	PERK inh
CC(=O)OCC1=C(C(=O)O)N2C(=O)C(NC(=O)C(C)Cn3nc(C)c(Cl)c3C)C2SC1 (stereo unspecified)	1	-18	·	·	2	14	-29	-2	0.2
CCOC(=O)c1c[nH]c(=S)n1C	0.38	-10	27	-6	-18	-3	9	-8	-0.2
NC(=O)COC(=O)[C@@H]1CC(O)CN1S(=O)(=O)c1ccc2c(c1)OCCO2 (stereo partly specified)	0.27	-17	-2	14	-1	5	11	-3	1.5
Cc1cc(SCC(=O)N(C)c2c(N)n(Cc3ccccc3)c(=O)[nH]c2=O)nc2ccccc12	0.18	-28	0	·	0	6	-1	0	0.4
Cc1ccc2c(c1)N(CC(=O)N1CCc3ccccc3C1)C(=O)CO2	-0.54	-35	-16	-1	2	10	0	-12	-0.1
CCOC(=O)N1CCC(NC(=O)C(C)n2c3ccccc3c3cnn(C)c(=O)c32)CC1 (stereo unspecified)	-0.14	-13	-4	7	3	7	-45	5	-0.6
O=C(COC(=O)c1n[nH]c2ccccc12)Nc1cccc(S(=O)(=O)N2CCOCC2)c1	-0.57	-11	-20	-1	11	0	-39	65*	-0.4
CCOc1cc(CO)c(Br)cc1OCC(=O)O	·	-26[20 µM]	6	-6	-28	0	-26	-7	0.5
COc1ccc(OCC(=O)Nc2cccc(-c3nc4ccccc4o3)c2)cc1	-0.28	-13	4	1	-2	-13	-99	-8	-0.2
CS(=O)(=O)N1CCCC(C(=O)NCCCN2CCc3ccccc3C2)C1 (stereo unspecified)	·	-23[20 µM]	2	3	-1	5	8	-1	-0.3
COCCN(C(=O)c1ccco1)c1nnc(-c2ccc(F)cc2)s1	-0.79	-14	-1	20	2	9	4	5	-0.3
COc1ccc2cc3cc(C(=O)NCCCN4CCOCC4)oc3nc2c1	-0.025	-334	-366	1	-8	-30	i	-18	-0.2
COCCNC(=S)N/N=C(\C)c1cc2ccccc2o1	19*	2	-17	27	6	8	8	1	-0.4
O=C(O)C(Cc1ccccc1)n1c(=S)[nH]c2ccccc2c1=O (stereo unspecified)	-1.4	-16	1	3	-1	10	-7	-6	1.1
Clc1ccc(N2CCN(/N=C/c3ccncc3)CC2)cc1	-0.47	-21	2	16	-5	8	9	0	0.8
CCCCCOc1ccc(NC(=O)CCCC(=O)O)cc1	0.79	-17	0	2	4	21	-19	4	-0.9
CCCCN(C)CCCNC(=O)CS(=O)Cc1nc(-c2ccc(OC)c(OC)c2)oc1C (stereo unspecified)	1.6	-4	-18	-2	1	18	-10	-1	0.5
CC(=O)c1cccc(NC(=O)c2cc(Cl)sc2Cl)c1	1.3	-11	-4	1	7	7	-1	0	0.0
COC(=O)c1cc(NC(=O)Cc2ccccc2[N+](=O)[O-])ccc1Cl	0.28	-14	19	4	1	9	12	-2	0.2
Cn1nnnc1SCC(=O)Nc1nc2c(s1)CCCC2	-0.1	-13[20 µM]	-7	-6	1	14	-5	1	0.5
CCOC(=O)c1c(NC(=O)c2noc3c2CCCC3)sc(C)c1C	·	-10	-15	-5	0	1	-260	3	0.0
CC(CCc1ccccc1)NC(=O)c1ccc(NC(=O)c2ccc(Cl)cc2Cl)cc1 (stereo unspecified)	0.74	-11	-7	-2	-2	10	6	-17	0.2
[O-]/C(=C(\C(=S)Nc1ccc(Cl)cc1)[n+]1ccccc1)c1ccc(OC(F)F)cc1	-0.71	-23	-1	17	2	9	-32	-1	-0.7
CC(NC(=S)NCCCN1CCOCC1)C1CC2CCC1C2 (stereo unspecified)	0.32	-32	0	-10	-5	12	1	-23	0.4

Reprinted from the entries so far, four compounds:
SMILES	KCC2 mod	Furin inhibitor	KLK5 inh	Rad51 HR inh	FXIa inh 1536	FXIIa inh 1536	m-calpain inh	thrombin 1536	PERK inh
COCCNC(=S)N/N=C(\C)c1cc2ccccc2o1	19*	2	-17	27	6	8	8	1	-0.4
O=C(O)C(Cc1ccccc1)n1c(=S)[nH]c2ccccc2c1=O (stereo unspecified)	-1.4	-16	1	3	-1	10	-7	-6	1.1
Clc1ccc(N2CCN(/N=C/c3ccncc3)CC2)cc1	-0.47	-21	2	16	-5	8	9	0	0.8
CCCCCOc1ccc(NC(=O)CCCC(=O)O)cc1	0.79	-17	0	2	4	21	-19	4	-0.9

The list continues:
SMILES	KCC2 mod	Furin inhibitor	KLK5 inh	Rad51 HR inh	FXIa inh 1536	FXIIa inh 1536	m-calpain inh	thrombin 1536	PERK inh
Cc1ccc(C2=NN(CC(=O)NCc3cccs3)C(=O)CC2)cc1	-1.5	-26	3	4	-7	8	-10	-8	0.7
Cc1nn(C)cc1NC(=O)c1ccc(Br)o1	1.3	-13	-6	11	-1	5	21	-4	0.2
CCN(CC)C(=O)Cn1cc(SCC(=O)Nc2cc(C)on2)c2ccccc21	-0.22	-31	-7	1	-2	10	-2	-4	0.6
Cc1ccc(C)c(CN2CCCN(C(=O)Cn3ncc4c3-c3ccccc3OC4)C2)c1	0.37	-10	6	-3	-9	2	16	-8	-1.1
COc1ccc(OCCC(=O)OCC(=O)Nc2ccc(S(=O)(=O)N3CCOCC3)cc2)cc1	-0.0018	-31	-5	-9	0	-3	-2	-12	0.4
Cc1c(C(=O)NCCSCc2ccccc2)cccc1[N+](=O)[O-]	-1.6	-10	-3	15	3	0	-2	2	-0.3
Oc1ccc(-n2cnnn2)cc1	1.1	-8[20 µM]	-12	8	-10	4	-4	-5	0.7
COc1ccccc1CC(=O)Nc1c[nH]c(=O)[nH]c1=O	-0.017	-13	-2	-3	5	10	12	-6	0.9
COc1ccc(-n2c(Cc3cccn3C)nnc2SCC(=O)Nc2cc(C)cc(C)c2)cc1	-1.3	-29	-4	-1	-3	1	-19	-10	0.2
Cc1ccc(NC(=O)C2CCCN2C(=O)NC2CCCCC2)cc1 (stereo unspecified)	1.5	-14	-1	4	-7	6	-4	-10	0.3
O=c1[nH]c(CN2CCc3ccccc32)nc2scc(-c3cccs3)c12	·	-22	2	-7	5	13	-65	-1	2.1
COC(=O)[C@@H]1C[C@H]2CC[C@H](O)C[C@H]2N1Cc1ccc(-c2ccccc2)cc1	-0.24	-34	0	-1	0	11	-17	-1	·
O=c1[nH]c(CN(CCc2ccccc2)S(=O)(=O)c2ccc(Cl)cc2)nc2ccccc12	-0.21	-5	-9	·	19	24	15	2	0.3
Fc1ccccc1N1CC(c2ccccc2)C(c2cccs2)=N1 (stereo unspecified)	0.13	-45[20 µM]	26	8	-14	-17	-65	2	0.7
Cc1csc(SCC(=O)Nc2cc(S(=O)(=O)N3CCOCC3)ccc2N2CCOCC2)n1	0.15	-28	6	13	1	12	5	1	0.3
Cc1cc(C)n(C(=O)c2ccc(S(=O)(=O)N3CCOCC3)cc2)n1	0.63	-11[20 µM]	21	-8	1	14	10	8	0.8
Nc1nc2ccccc2n1/N=C/c1ccc(-c2ccccc2)o1	·	-15	-2	·	2	-1	35	1	-0.5
O=C(Nc1ccccc1)C1CCN(C(=O)c2ccc([N+](=O)[O-])cc2)CC1	1.1	-13	-19	-1	-2	5	11	1	2.3
COc1ccc(CCNC(=O)COC(=O)C2CCCCC2)cc1	-2	-3	-15	-3	3	5	-1	-9	-0.1
COC(=O)NNC(=O)c1ccc(C)c(Br)c1	2.7	-32	-8	1	11	14	-3	4	1.0
O=C(CN1C(=O)CCC1=O)Nc1nc(-c2nc3ccccc3s2)cs1	-0.48	-24	-8	3	4	16	-162	-4	0.3
COc1cc(N2CCOCC2)ncn1	0.39	-18	-6	-6	3	21	6	5	2.1
CCc1nn(CC(=O)Nc2cc(C)ccc2C)c(=N)s1	0.3	-19	0	1	-9	6	30	-8	0.0
CC1CCc2nc(NC(=O)c3ccc(S(=O)(=O)N4CCCc5ccccc54)cc3)sc2C1 (stereo unspecified)	·	-23[20 µM]	-1	6	-2	7	-58	-5	1.6
CC(=O)CC(=O)Nc1ncc(C(F)(F)F)cc1Cl	0.96	-28	-4	7	-5	3	-12	-6	0.7
Cc1ccc(NC(=S)Nc2ccc(OC(F)F)c(Cl)c2)cc1Cl	0.93	-24	-6	-1	10	10	-2	0	0.9
COc1cccc(NC(=O)COc2c(F)c(F)c(C(F)(F)F)c(F)c2F)c1	-0.039	-14	-18	13	9	10	22	1	1.7
c1cn(CCCNc2ncnc3nc[nH]c23)cn1	·	-15	-2	-6	2	-3	-5	0	1.4
CCOC(=O)c1c(C)oc2ccc(OS(C)(=O)=O)cc12	-0.35	-8	1	-5	5	8	8	-10	0.3
O=C(O)c1ccccc1C(=O)c1ccc(Sc2ccc(Cl)cc2)c([N+](=O)[O-])c1	·	-11	-1	16	2	5	32	-5	1.7
CC(C)(C)NC(=O)CN(C(=O)CS(=O)CC(=O)Nc1ccc(F)cc1)c1ccccc1F (stereo unspecified)	-0.51	-13	6	-3	-6	8	-6	1	-0.1
CCc1cc2cc(C)cc(C)c2nc1SCC(=O)N1CCN(C(=O)c2ccco2)CC1	-0.23	-3	-7	-1	5	16	37	4	-0.5
CN1c2ccccc2C(=O)/C(=C\Nc2ccc(F)cc2)S1(=O)=O	0.018	-7	-7	0	-1	3	-89	-9	0.9
COC(=O)c1ccc(-c2nc3ccccc3[nH]2)cc1	0.052	-35	-31	·	0	-1	i	-6	0.5
CN1CCN(C(=S)c2ccc(N(C)C)cc2)CC1	0.48	-16[20 µM]	-2	1	-14	-12	16	-7	0.3
CCCc1nnc(NC(=O)C(=O)NCCN(C)C)s1	0.63	-7	-1	·	-4	-1	-20	-13	-1.1
Cc1ccc(N2C(=O)[C@@H]3[C@H](C2=O)[C@H]2C=CC=NN2[C@@H]3C(=O)Nc2ccccc2)cc1	-0.28	-28	2	-9	10	8	-25	3	1.7
O=C1N=C2SCCN2/C1=C\c1ccccc1Cl	-0.33	-12[20 µM]	-7	5	6	20	-10	2	-0.4
S=C(NCc1ccco1)N1CCN(c2ccc(Cl)cc2)CC1	-0.046	-10	-13	5	0	5	29	2	0.1
Cc1ccc(NC2c3ncccc3C(=O)N2C2CCCCC2)cc1 (stereo unspecified)	·	-23	-14	1	-12	2	1	-10	-0.7
CCOC(=O)CN1CC23C=CC(O2)C(C(=O)Nc2ccc4c(c2)OCO4)C3C1=O (stereo unspecified)	0.44	-34	1	1	2	9	2	-3	0.6
COc1ccc(S(=O)(=O)N2C3CCC2CC(NC(=O)NC2CCCCC2)C3)cc1 (stereo unspecified)	-1.7	-6[20 µM]	-3	-2	2	13	12	-3	-0.6
O=C(c1ccco1)N1CCN(c2ccc(F)cc2)CC1	1.6	-4	6	-7	5	10	22	·	-0.1
O=C(CSc1nc2ccccc2c(=O)n1-c1ccc(Cl)cc1)c1ccco1	·	-9	-2	6	0	13	4	3	-0.9
Cc1ccc(C(=O)N2CCN3C(=O)c4ccccc4C23c2ccc(Cl)cc2)cc1 (stereo unspecified)	-0.26	-15[20 µM]	-11	-4	4	14	-8	4	-3.1
CC(=O)c1ccc(N2Cc3ccccc3/C2=N\C(=O)Nc2ccc(Cl)cc2)cc1	0.25	-9	-6	13	-6	-9	-34	-9	-0.2
O=C(CN1CCCCCC1)NCc1ccccc1	2.2	-24	2	-2	-1	8	24	-2	0.5
Clc1nc(Cl)nc(-c2cn(-c3ccccc3)c3ccccc23)n1	1.7	-10	-6	8	-8	-2	-151	-8	0.9
